Pf growth 48h: Primary qHTS for delayed death inhibitors of the malarial parasite plastid, 48 hour incubation. P. falciparum luciferase growth in erythrocytes, 48 h. Potency, µM (highest dose often 28.7 µM), without a hit: at the top dose activity change, negative = inhibition, most hits filed as inhibitors. 5.9% of 310,000 active. AID 504832, 2011; also: potency is read from the fitted curve at half-maximal effect; % is scaled to controls: 0 for no effect and ±100 for the full control effect
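Growth was read as firefly luciferase luminescence after a 48 h, 37 C, 5% CO2 exposure of compounds to reporter-bearing P. falciparum cultures (0.1% parasitemia, 2% hematocrit final) in Albumax-supplemented RPMI 1640.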
CHX counter: Cycloheximide Counterscreen for Small Molecule Inhibitors of Shiga Toxin; cell reporter, cycloheximide protein synthesis inhibition counterscreen; max response, %; 12% of 300,000 active; in the data active = max response mostly above about 13%, no sharp cut-off; inactive = mostly below about 14%; also: read at 38.3 µM for the half of the compounds with a filed dose; 0% is about no effect
Pf growth 96h: Primary qHTS for delayed death inhibitors of the malarial parasite plastid, 96 hour incubation; AID 504834, 2011; 6.9% of 320,000 active; Potency, µM (series often up to 28.7 µM), inactives show at the highest dose activity change, negative = inhibition, hits mostly inhibitors; P. falciparum luciferase reporter growth, 96 h; also: potency is read from the fitted curve at half-maximal effect; % is scaled to controls: 0 for no effect and ±100 for the full control effect
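Compounds incubated with erythrocytes infected by luciferase-expressing P. falciparum (2% hematocrit, 0.05% parasitemia final) for 96 hours, 37 C in 5% CO2. Growth inhibition scored as decreased luciferase luminescence.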
TbPYK inhibitor: qHTS of Trypanosoma Brucei Inhibitors. pyruvate kinase (Trypanosoma brucei), Q57TT1. TbPYK enzyme, Kinase-Glo Plus ATP luminescence, 45 min. Potency, µM (doses to about 76.8 µM), for inactives: top-dose activity, negative = inhibition, most hits filed as inhibitors. 0.12% of 410,000 active. AID 624173, 2012; also: potency is read from the fitted curve at half-maximal effect; % is scaled to controls: 0 for no effect and ±100 for the full control effect; nearly all actives have a fitted effect of over 50% in size
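Quantitative HTS: titrated library compounds versus trypanosomal pyruvate kinase in TEA buffer (pH 7.2) containing KCl, MgCl2, BSA and Tween-20. Reactions were initiated with ADP, 130 uM final. Kinase-Glo Plus luminescence was read after 45 min at RT.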
Shiga inhibitor: A qHTS for Small Molecule Inhibitors of Shiga Toxin | Vero cells, Shiga toxin protein synthesis inhibition reporter | inhibition, % at 38.7 µM | 9.2% of 290,000 active | AID 2315, 2010; in the data active = inhibition mostly above about 28%, no sharp cut-off; inactive = mostly below about 43%; also: 0% is about no effect
AmpC no deterg: qHTS Inhibitors of AmpC Beta-Lactamase (assay without detergent); P00811; AID 485341, 2010; 0.52% of 330,000 active; Potency, µM (series often up to 57.1 µM), inactives show top-dose activity change, negative = inhibition, most hits filed as inhibitors; AmpC nitrocefin hydrolysis, absorbance 480 nm, 0.0001% Triton;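 also: potency is read from the fitted curve at half-maximal effect; plate controls were no compound for no effect and no enzyme for full effect; nearly all actives have a fitted effect of over 20% in size; some results filed as inactive show a strong effect at the top dose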
Target sequence (P00811 whole entry, looked up): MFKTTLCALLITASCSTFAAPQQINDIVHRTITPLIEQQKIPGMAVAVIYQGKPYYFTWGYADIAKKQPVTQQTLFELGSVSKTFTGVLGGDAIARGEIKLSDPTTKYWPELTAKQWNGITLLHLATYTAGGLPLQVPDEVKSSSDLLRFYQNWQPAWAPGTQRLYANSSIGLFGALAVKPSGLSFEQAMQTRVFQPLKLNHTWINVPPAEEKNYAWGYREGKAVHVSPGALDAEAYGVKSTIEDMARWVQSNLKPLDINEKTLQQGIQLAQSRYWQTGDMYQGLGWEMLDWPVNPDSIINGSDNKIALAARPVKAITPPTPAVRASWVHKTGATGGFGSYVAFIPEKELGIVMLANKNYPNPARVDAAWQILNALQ
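AmpC (5.3 nM in the dispensed reagent) in 20 mM phosphate pH 7.0 with 0.01% (detergent screen) or 0.0001% Triton X-100 was preincubated with compounds for 15 min at room temperature. Nitrocefin was then added from an 800 uM solution, and hydrolysis was followed at 480 nm.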
LmPK inh: qHTS Assay for Inhibitors of Leishmania Mexicana Pyruvate Kinase (LmPK) | Potency, µM (doses to about 57.5 µM), for the others: at the top dose activity change, negative = inhibition, hits mostly inhibitors | 0.37% of 290,000 active | Q27686 | purified LmPK, Kinase-Glo ATP luminescence, 1 h; also: potency is read from the fitted curve at half-maximal effect; % is scaled to controls: 0 for no effect and ±100 for the full control effect
Target sequence (Q27686 whole entry, looked up): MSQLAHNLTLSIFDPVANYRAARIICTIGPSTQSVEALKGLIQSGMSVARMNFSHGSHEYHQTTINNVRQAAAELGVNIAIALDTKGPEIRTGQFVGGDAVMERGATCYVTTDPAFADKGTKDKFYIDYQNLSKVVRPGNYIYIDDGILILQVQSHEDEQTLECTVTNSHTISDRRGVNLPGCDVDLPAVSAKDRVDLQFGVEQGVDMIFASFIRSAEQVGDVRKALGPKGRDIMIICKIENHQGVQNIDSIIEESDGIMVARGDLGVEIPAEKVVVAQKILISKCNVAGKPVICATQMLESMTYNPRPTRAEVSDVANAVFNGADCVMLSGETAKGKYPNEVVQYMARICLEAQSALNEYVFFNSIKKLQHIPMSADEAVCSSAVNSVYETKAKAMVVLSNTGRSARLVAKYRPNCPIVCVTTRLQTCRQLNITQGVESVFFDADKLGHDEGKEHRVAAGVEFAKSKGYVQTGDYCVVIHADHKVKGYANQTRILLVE
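ATP generated from ADP (0.1 mM) and PEP (0.5 mM) by 0.1 nM LmPK over 1 h at room temperature (pH 7.2 imidazole buffer) was detected by coupled luciferase luminescence. Values were normalized to uninhibited and no-enzyme wells.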
The depositor's hits bear a star; ? = inconclusive; · = not tested or not shown; & = joins results of further samples; [ ] = another dose, or the depositor's remark. Unless noted, calls follow the shape of the dose curve; as a rule, active = well fitted curve in the direction sought with a large enough effect; inconclusive = small, poorly fitted or top-dose-only effect, or another doubt; inactive = no such curve, though single readings can be large; an effect the other way counts as inactive or inconclusive.

compound	AmpC no deterg	Pf growth 96h	Pf growth 48h	CHX counter	LmPK inh	TbPYK inhibitor	Shiga inhibitor
COc1ccc(S(=O)(=O)N2CCCC2CNC(=O)C(=O)Nc2ccc(F)cc2)cc1 (stereo not drawn)	-37%	?	?	·	·	2%	·
CC(C)N(Cc1ccccc1)C(=S)Nc1ccc(OC(F)F)cc1	-22%	29%	14%	-2	4%	-9%	10
C=CCOC(=O)C1=C[C@H](C2CCCCC2)[C@@H](CCCO)[C@H](OCC)O1	177%[activator]	?	?	-1	7%	6%	16
CCOc1ccc(C(=O)N(CC(=O)Nc2cccc(C)c2C)CC2CCCO2)cc1OC (stereo not drawn)	71%[activator]	-20%	-13%	·	·	-4%	·
O=C(CN1C(=O)c2ccccc2C1=O)NC1CCCCCC1	-8%	116%[activator]	25%	1	2%	1%	-6
CN(CC(=O)Nc1cccc(F)c1)CC(=O)NC(c1ccccc1)c1ccccc1	79%[activator]	?	12µM*	·	·	4%	·
Cc1cc(C(=O)N/N=C/c2ccc3c(c2)OCO3)c(C)o1	-22%	43%[activator]	81%[activator]	42*	14µM*	4%	55*
Cc1ccc2cccc(OCCOCCOc3ccccc3Br)c2n1	185%[activator]	-23%	34%[activator]	2	2%	-1%	10
COc1ccc(C(=O)/C=C/c2cccnc2)c(OC)c1	3%	45%[activator]	12µM*	9	0%	-5%	1
COc1ccc(C2c3[nH]c4ccccc4c3C[C@H]3C(=O)N(c4ccccc4C(=O)N4CCC[C@@H]4C(=O)O)C(=O)N23)cc1 (stereo partly drawn)	-6%	?	12µM*	·	·	3%	·
OCC(O)[C@@H](O[C@H]1O[C@H](CO)[C@@H](O)[C@H](O)[C@H]1O)[C@H](O)[C@@H](O)CO (stereo partly drawn)	-14%	2%	?	·	·	7%	·
CC1(C)CC(=O)C(C=NCCN2CCN(C(=O)CCl)CC2)=C(O)C1	-1%	?	?	-1	-3%	1%	19
CC(C)OC(=O)c1ccc(Cn2nnc3ccccc3c2=O)cc1	39%	·	·	27*	3%	-1%	89*
COc1ccc(Oc2ccc(/C=C/C(=O)c3cccc(OC)c3)cc2[N+](=O)[O-])cc1	-41%	-6%	-6%	-3	-1%	1%	-12
Cc1cccc(C)c1NC(=O)CN(C)C(=O)c1ccccc1C(=O)N(C)Cc1ccccc1	115%[activator]	?	-4%	-1	-2%	16%	10
COc1ccc(N(CC(=O)N/N=C/c2cc(OC)ccc2OC)S(=O)(=O)c2ccccc2)cc1	-31%	-4%	·	-4	-2%	-1%	4
Cc1c(N2C(=O)c3ccccc3C2(O)c2ccccc2)c(=O)n(-c2ccccc2)n1C (stereo not drawn)	3%	12%	2%	-3	1%	2%	-4
Cc1ccc(C(=O)Nc2ccc(S(=O)(=O)Nc3cnc4ccccc4n3)cc2)cc1	-34%	48%[activator]	51%[activator]	20*	10%	3%	72
CCc1nccn1CCC(=O)N1CCc2c([nH]c3ccccc23)C1CC(C)C (stereo not drawn)	35%	?	?	-2	5%	-7%	4
CC(=O)c1ccc(S(=O)(=O)N2CCC(Oc3ccc(-n4cnnn4)cc3)CC2)cc1	-22%	-15%	15%	-9	-6%	-4%&0%	-8
Cc1cc(N)n(-c2ccc(C)c(C)c2)n1	-8%	-31%	52%[activator]	27*	-2%	-8%	62*
Cc1cc(C)c2c(c1)cc(C)c1nnc(SCC(=O)N3CCCc4ccccc43)n12	-17%	5.9µM*	1%	-2	0%	-7%	-13
COc1ccccc1-c1cc(C(=O)NCc2cccs2)no1	-33%	3.7µM*	48%[activator]	12	-4%	1%	28
CC1=CC(=C(C#N)C#N)C=C(C)N1CCC(C)C	-28%	?	-28%	3	12%	-2%	16
COc1ccccc1S(=O)(=O)Cc1ccc(C(=O)NCCN2CCCC2)o1	47%	·	54%[activator]	3	-1%	5%	24
Cc1nn(C(=O)c2cccs2)c(N)c1-c1ccccc1	-20%	-99%	67%[activator]	35*	0%	-6%	68*
COc1ccc(-c2nc3ccc(C)cc3c(=O)o2)cc1OC	-30%	?	8%	1	-1%	2%	·
CC(C)NC(=O)c1ccc(N2CCOCC2)nc1	-6%	5%	·	9	-1%	0%	5
COc1ccc(NC(=O)CN(C)C(=O)CNC(=O)c2ccc(C)s2)cc1	-14%	1%	29%	·	·	1%	·
Cc1ccc(C(=O)COC(=O)CCC(=O)Nc2ccccc2Cl)cc1[N+](=O)[O-]	-16%	?	2%	-2	-1%	-10%	-12
Cc1ccc(O)c(C2=NOC(O)(C(F)(F)C(F)F)C2)c1 (stereo not drawn)	-30%	-41%	-2%	1	2%	0%	20
Cc1[nH]n(-c2ccccc2)c(=O)c1C(c1ccccc1[N+](=O)[O-])C(C#N)C#N (stereo not drawn)	-34%	-16%	-28%	-1	-10%	-5%	-5
OCCOc1nnnn1-c1ccccc1	-8%	?	3%	-4	-4%	-4%	10
COc1ccccc1CC(NC(C)=O)C(=O)NC1CCN(c2nnnn2-c2ccccc2)CC1 (stereo not drawn)	76%[activator]	·	?	-3	2%	-2%	-1
CN(C)c1ccc(NC(=O)CN2CCC(NC(=O)C3CCCCC3)CC2)cc1	-2%	69%[activator]	-6%	-10	-3%	-5%	-4
O=C(CSc1ccc(-c2ccccc2)nn1)N1CCCCC1	-11%	8%	86%[activator]	31*	-2%[11.5 µM]	?	72*
CC(OC(=O)/C=C/c1ccccc1)C(=O)Nc1ccc(C(N)=O)cc1 (stereo not drawn)	-18%	-10%	-13%	·	·	2%	·
COCCNC(=O)c1c[nH]c2ccc(OC)cc2c1=O	-5%	-3%	21%	-8	-2%	0%	-17
COc1ccc(OC)c(NC(=O)c2ccc(-c3csc(C)n3)cc2)c1	36%	1%	?	16*	-16%	3%	·
CC(C)Nc1nnc(SCC(=O)c2c(N)n(Cc3ccccc3)c(=O)n(C)c2=O)s1	-17%	9.3µM*	?	1	-6%	-8%	17
O=Cc1c[nH]c2ccc(OCc3ccccc3)cc12	-10%	-29%	?	·	·	4%	·
O=C1NC(c2cc(Cl)cc([N+](=O)[O-])c2O)Nc2ccccc21 (stereo not drawn)	10%	-3%	25%	10	-15%	1%	17
COc1ccc(-c2cc(=O)oc3c(C)c(OC(C)C(=O)N4C[C@H]5C[C@@H](C4)c4cccc(=O)n4C5)ccc23)cc1 (stereo partly drawn)	389%[activator]	?	?	-2	-2%	-7%	1
O=C(Nc1nnc(SCc2ccccc2Cl)s1)C1COc2ccccc2O1 (stereo not drawn)	-32%	29%	·	10	5%	-11%	25
O=C(COc1ccccc1Cl)Nc1nc(-c2cccs2)cs1	-38%	9%	-12%	13	0%	-2%	3
COC(=O)c1cn(C(=O)c2cccc(Br)c2)c2ccccc12	-4%	208%[activator]	·	-2	1%	-2%	-5
CCCc1nc2c(ccc3ccccc32)cc1CC	-19%	10%	-4%	9	1%	1%	-10
CCN(CC)CCOC(=O)c1ccc(NC(=O)CCCN2C(=O)/C(=C/c3cccs3)SC2=S)cc1	160%[activator]	?	5.2µM*	9	-1%	0%	-7
COc1ccc(C(C)(C)C)cc1NC(=O)c1cccc(S(=O)(=O)N2CCN(C(C)=O)CC2)c1	98%[activator]	?	?	-6	-1%	-5%	-5
CCOc1ccc(N(CC(=O)NC2CCCCC2)S(=O)(=O)c2ccc(C)cc2)cc1	-13%	10%	?	-2	0%	-4%	-4
O=C(O)c1ccc(CS(=O)(=O)c2c(Cl)cccc2Cl)o1	-19%	?	21%	-1	13%	2%	1
Cc1oc2cc3oc(=O)c(CCC(=O)N4C[C@H]5C[C@@H](C4)c4cccc(=O)n4C5)c(C)c3cc2c1C	249%[activator]	2.9µM*	?	-4	2%	-5%	-1
O=C(CCN1C(=O)/C(=C/c2ccc(Cl)cc2)SC1=S)Nc1ccc(C(=O)O)cc1	-30%	-3%	3%	-2	3%	-2%	0
COc1ccccc1CCN1CCCC(CN(C)C(=O)c2ccco2)C1 (stereo not drawn)	-4%	-1%	-7%	10	-3%	-8%	-7
CCN(CC)CCN(CC(=O)Nc1c(C)cc(C)cc1C)C(=O)c1ccccc1	18%	-58%	-3%	0	-18%	2%	-12
Cc1cc(C)c(C(=O)N2CCCC(CNC(=O)C3(c4ccc(Cl)cc4)CC3)C2)c(=O)[nH]1 (stereo not drawn)	49%	?	23%	1	1%	1%	-4
CC(/C=C/c1ccccc1)=N\Nc1nc(-c2ccccc2)cs1	-38%	?	?	2	0%	-6%	12
CC(OC(=O)c1nn(C)c(=O)c2ccccc12)C(=O)Nc1ccc(S(N)(=O)=O)cc1 (stereo not drawn)	-16%	-5%	-29%	·	·	7%	·
O=c1c2ccccc2nc(/C=C/c2ccccc2)n1-c1ccc(O)cc1	-20%	?	12%[0.00184 µM]	-7	3%	-11%	34
CN1CCN(c2ccc([N+](=O)[O-])cc2C(=O)Nc2ccccc2)CC1	-8%[2.29 µM]	70%[activator]	-13%	0	6%	-2%	7

Two records drawn at random from those above:
compound	AmpC no deterg	Pf growth 96h	Pf growth 48h	CHX counter	LmPK inh	TbPYK inhibitor	Shiga inhibitor
CCOc1ccc(C(=O)N(CC(=O)Nc2cccc(C)c2C)CC2CCCO2)cc1OC (stereo not drawn)	71%[activator]	-20%	-13%	·	·	-4%	·
CC1=CC(=C(C#N)C#N)C=C(C)N1CCC(C)C	-28%	?	-28%	3	12%	-2%	16

Other compounds.
compound	AmpC no deterg	Pf growth 96h	Pf growth 48h	CHX counter	LmPK inh	TbPYK inhibitor	Shiga inhibitor
CC(CCN1CCN(CCO)CC1)c1ccccc1 (stereo not drawn)	-4%	14%	?	-3	-7%	2%	-9
CCOC(=O)c1cnc(SCC(=O)Nc2sc(C)c(C)c2C#N)nc1N	93%[activator]	1%	6%	-5	7%	4%	-13
COc1ccccc1NS(=O)(=O)c1cccc(NC(=O)C2CC2)c1	-22%	?	?	·	·	-7%	·
O=C(O)C1CCN(S(=O)(=O)Cc2ccccc2)CC1	-8%	4%	27%	-2	-4%	-2%	8

Source: PubChem BioAssay
